Pf growth 48h – P. falciparum growth inhibition at 48 hours (one generation); P. falciparum luciferase growth in erythrocytes, 48 h; Potency, µM (top dose mostly 28.7 µM), inactives show top-dose activity change, negative = inhibition, actives largely listed as inhibitors; 5.9% of 310,000 active; AID 504832
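Growth was read as firefly luciferase luminescence after a 48 h, 37 C, 5% CO2 exposure of compounds to reporter-bearing P. falciparum cultures (0.1% parasitemia, 2% hematocrit final) in Albumax-supplemented RPMI 1640.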
Pf growth 96h – P. falciparum growth inhibition at 96 hours; P. falciparum luciferase reporter growth, 96 h; Potency, µM (series often up to 28.7 µM), without a hit: top-dose activity change, negative = inhibition, most hits filed as inhibitors; 6.9% of 320,000 active; AID 504834
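Infected RBCs, 2% Hct / 0.05% parasitemia final; luciferase-reporter P. falciparum; cpd 96 h, 37 C, 5% CO2; luciferase detection reagent; luminescence.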
HCV inh – inhibitors of hepatitis C virus infection; 3.4% of 340,000 active; Huh7.5.1 HCVcc-Cre infection, luciferase reporter, 44 h; Potency, µM (series often up to 41.8 µM), without a hit: at the top dose activity change, negative = inhibition, most hits filed as inhibitors
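Cells seeded at 1,000/well and cultured 4 h, then compounds added followed by HCVcc-Cre virus (~0.5 moi). After 44 h further culture, luciferase substrate was added, plates held 15 min at room temperature, and luminescence read for 15 sec.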
FBPA Giardia inh – inhibitors of Giardia lamblia fructose-1,6-bisphosphate aldolase | A8B2U2 | purified Giardia FBPA | Potency, µM (highest dose often 59.6 µM), for inactives: top-dose activity, negative = inhibition, hits mostly inhibitors | 0.71% of 290,000 active | AID 2451; further: nearly all actives have a fitted effect of over 55% in size
Target sequence (A8B2U2 whole entry, looked up): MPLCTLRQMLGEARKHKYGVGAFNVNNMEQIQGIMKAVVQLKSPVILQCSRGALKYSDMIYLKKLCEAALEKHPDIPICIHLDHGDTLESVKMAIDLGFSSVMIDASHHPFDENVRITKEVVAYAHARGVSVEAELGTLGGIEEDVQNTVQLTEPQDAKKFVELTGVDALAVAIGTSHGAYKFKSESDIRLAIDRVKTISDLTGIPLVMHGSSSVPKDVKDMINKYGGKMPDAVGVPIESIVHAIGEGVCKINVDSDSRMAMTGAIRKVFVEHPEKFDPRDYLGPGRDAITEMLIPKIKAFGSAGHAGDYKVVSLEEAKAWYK
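40 nM FBPA preincubated 10 min at RT with compound (up to 57.5 uM final), then substrate plus GAPDH/TPI/NAD/arsenate coupling and diaphorase/resazurin added. Fluorescence read after 20 min at RT, 525/598 nm.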
Starred values were filed as active, the others as inactive; u = inconclusive; x = not tested or not shown; & = joins results of further samples; [ ] = remark or other dose. The call rests on the fitted dose curve; in most records, active means well fitted curve in the direction sought with a large enough effect; inconclusive means small, poorly fitted or top-dose-only effect, or another doubt; inactive means no such curve, though single readings can be large; an effect the other way counts as inactive or inconclusive. On the % scale 0 is the no-effect control and ±100 the full control effect; potency means the concentration at half of the fitted maximal effect. An excerpt, so the mix of outcomes need not match the whole.

Sample of the layout, 2 compounds:
cpd	Molecule	Pf growth 48h	Pf growth 96h	HCV inh	FBPA Giardia inh
1	COCCN1C(=O)N[C@@H](CCc2ccccc2)[C@@H](C(=O)OC)[C@H]1C	x	x	-6%	6%[12.9 µM]
2	O=c1[nH]ccc2c(O)cccc12	x	x	-22%	-3%

The listing, from the first entry:
cpd	Molecule	Pf growth 48h	Pf growth 96h	HCV inh	FBPA Giardia inh
1	COCCN1C(=O)N[C@@H](CCc2ccccc2)[C@@H](C(=O)OC)[C@H]1C	x	x	-6%	6%[12.9 µM]
2	O=c1[nH]ccc2c(O)cccc12	x	x	-22%	-3%
3	COC/C=C/C1=CC2=CC(=O)C(C)(OC(=O)c3cnc4ccccc4n3)C(=O)C2=CN1CC(C)C (centres undefined)	x	x	28%	u
4	CN1CC[C@@]2(C)c3cc(O)ccc3N(C)[C@@H]12	x	x	u	4.5µM*
5	CNC(=O)Oc1ccccc1OC(C)C	x	x	21%	1%
6	COc1ccc(CC2NCC(O)C2OC(C)=O)cc1 (centres undefined)	x	x	0.56µM*	0%
7	CC(C)(C)NCC(O)COc1cccc2[nH]c(=O)[nH]c12 (centres undefined)	x	x	-1%	-7%
8	CC[N+](CC)(CC)CC(=O)Nc1c(C)cccc1C	x	x	5%	-1%&-1%&10%&9%
9	NCCCNCCCCNCCCN	x	x	24%	-2%&12%&6%
10	C[N+](C)(C)CC#CCN1CCCC1=O	x	x	16%	-1%&0%
11	COC(=O)N1[C@H](C)C=C[C@]1(Cc1ccccc1)C(=O)NCCCNc1ncc(C(F)(F)F)cc1Cl	x	x	u	-10%
12	N=C(N)SCCc1cccc(CCSC(=N)N)c1	x	x	-11%	-1%
13	CCN1C(=O)N(C)[C@@H](c2ccccc2)C(C(C)=O)=C1C	x	x	14%	7%[12.9 µM]
14	O=C(O)Cc1cnc[nH]1	x	x	17%	-2%
15	O=C(O)COc1ccc(Cl)cc1Cl	x	x	-8%	14%
16	C/C(=C\C1CCCCC1)C(NC(=O)c1ccc(C(F)(F)F)cc1)c1ccc(-c2ccccc2)cc1 (centres undefined)	x	x	u	5%
17	CC#CCN1c2ccccc2[C@]23C[C@@H](C(=O)OC)N(C(=O)c4ccc(Br)cc4)C2=NC(C(=O)OC)=C(C(=O)OC)[C@H]13	x	x	-7%	2%[12.9 µM]
18	COc1cc(OC)c2ccc(=O)oc2c1	x	x	u	-1%
19	O=C(OCCN1CCOCC1)C1(c2ccccc2)CCCCC1	x	x	u	-4%&-1%
20	CCOC(=O)c1c(C)cc(O)cc1O	x	x	-9%	0%
21	Cn1c(=O)c2c(nc(/C=C/c3cccc(Cl)c3)n2C)n(C)c1=O	x	x	0%	-2%
22	C=CCN1C=C2C(=O)C(C)(OC(=O)c3cnc4ccccc4n3)C(=O)C=C2C=C1/C=C/COC (centres undefined)	x	x	8%	u
23	Cc1cc(=O)oc2c(O)c(O)ccc12	x	x	u	7.1µM*
24	CCN(CCCl)Cc1ccccc1Br	x	x	-26%	-3%
25	N#C/C(=C\c1ccc(O)cc1)C(=O)O	x	x	1.1µM*	0%
26	CCN1C(=O)N[C@@H](CCc2ccccc2)[C@H](C(C)=O)[C@H]1C	x	x	24%	7%[12.9 µM]
27	COC(=O)C1=C(C(=O)OC)[C@@H]2Nc3ccccc3[C@@]23C[C@@H](C(=O)OC)N(C(=O)c2cc(C)oc2C)C3=N1	x	x	-4%	-10%[12.9 µM]
28	COc1cccc2c1cc([N+](=O)[O-])c1c(C(=O)O)cc3c(c12)OCO3	x	x	12%	u
29	CCN(CC)CCCN1C=C2C(=O)C(C)(OC(=O)CCC(=O)OC)C(=O)C(Br)=C2C=C1c1ccc(OC)cc1 (centres undefined)	x	x	u	u
30	COC1C(O)C(O)C(O)C(O)C1O (centres undefined)	x	x	4%	-1%

Taken from above.
HCV inh with compound 26 reads 24%
HCV inh with compound 22 reads 8%

Next section.
cpd	Molecule	Pf growth 48h	Pf growth 96h	HCV inh	FBPA Giardia inh
31	CCCN1CCC[C@@H]2Cc3nc(N)ncc3C[C@H]21	x	x	11%	-2%
32	COc1ccc(-c2cc(=O)c3c(O)c(OC)c(OC)c(OC)c3o2)cc1	x	x	u	-4%
33	C[C@]12CC[C@H]3[C@@H](CC[C@@]45O[C@@H]4C(=O)C(C#N)C[C@]35C)[C@@H]1CC[C@@H]2O (some centres undefined)	u	-8%	x	x
34	CCOC(=O)/C=C(C)/C=C/C=C(C)/C=C/c1c(C)cc(OC)c(C)c1C	u	u	x	x
35	CC(O)C(=O)O (centres undefined)	-5%	-2%	x	x
36	CCCCCCCCCCCCCCCCCCCCCC(=O)Nc1ccn([C@@H]2O[C@H](CO)[C@@H](O)[C@@H]2O)c(=O)n1	6%	-10%	x	x
37	CC(C)=CC1C(C(=O)OCc2coc(Cc3ccccc3)c2)C1(C)C (centres undefined)	u	u	x	x
38	FC(F)(F)C(F)(F)C(F)(F)C(F)(F)C(F)(F)C(F)(F)F	0%	-4%	x	x
39	CCCCN1CCCC1C(=O)Nc1c(C)cc(C)cc1C (centres undefined)	-25%	2.6µM*	x	x
40	CN1C[C@@H](NS(=O)(=O)N(C)C)C[C@@H]2c3cccc4c3c(cn4C)C[C@H]21	-46%	13µM*	x	x
41	CN(C)C=Nc1c(I)cc(I)c(CCC(=O)O)c1I	1%	5%	x	x
42	c1nc(NCc2ccc3c(c2)OCO3)c2cc(-c3ccoc3)ccc2n1	u	u	x	x
43	CCN(CC)CCCC(C)Nc1cc(/C=C/c2ccccc2Cl)nc2cc(Cl)ccc12 (centres undefined)	0.48µM*	0.6µM*	x	x
44	O=C1c2ccccc2CCc2ccc(Br)cc21	66%[activator]	34%[activator]	x	x
45	CCC1=C[C@@H]2CN(C1)Cc1c([nH]c3ccccc13)[C@@](C(=O)OC)(c1cc3c(cc1OC)N(C)[C@@H]1[C@@](O)(C(=O)OC)[C@H](OC(C)=O)[C@]4(CC)C=CCN5CC[C@]31[C@@H]54)C2	0.48µM*	0.85µM*	x	x
46	Cn1ccc2cc(-c3csc(N4CCC(C(N)=O)CC4)n3)ccc21	u	u	x	x
47	CCC(C(=O)O)C1OC(C(C)C(O)C(C)C(=O)C(CC)C2OC3(C=CC(O)C4(CCC(C)(C5CCC(O)(CC)C(C)O5)O4)O3)C(C)CC2C)C(C)CC1C (centres undefined)	0.054µM*	0.034µM*	x	x
48	CCCCCCCCCCCCCCCCCC(=O)OCC(O)CO (centres undefined)	-13%	-1%	x	x
49	CCCCCCCCCCCC[n+]1ccc2ccccc2c1	0.3µM*	3µM*	x	x
50	C/C(=C\c1ccccc1F)C1Nc2cccc3cccc(c23)N1	-2%	u	x	x
51	Clc1cccc(C(c2ccc3nc[nH]c3c2)n2ccnc2)c1 (centres undefined)	13µM*	5.4µM*	x	x
52	CC(C)(C)CC(C)(C)c1ccc(O)cc1	-6%	u	x	x
53	Cn1cc(C(=O)[C@@H]2CCc3[nH]cnc3C2)c2ccccc21	-7%	-17%	x	x
54	NC(=O)C1CCN(c2nc(-c3ccc(Cl)cc3)cs2)CC1	u	-23%	x	x
55	N[C@H](Cc1c[nH]c2ccccc12)C(=O)O	4%	1.5µM*	x	x
56	CCOCC(O)COc1ccc(NC(=O)CC[S+](C)C)cc1 (centres undefined)	-14%	-3%	x	x
57	Cn1c2cc([N+](=O)[O-])sc2c2cnn(Cc3ccccc3F)c(=O)c21	u	u	x	x
58	C[C@H](Cn1cnc2c(N)ncnc21)OCP(=O)(O)O	8%	-13%	x	x
59	NC(Cc1ccc(Oc2cc(I)c(O)c(I)c2)c(I)c1)C(=O)O (centres undefined)	3%	-21%	x	x
60	CO[C@H]1/C=C/O[C@@]2(C)Oc3c(C)c(O)c4c(O)c(c5c(c4c3C2=O)NC2(CCN(CC(C)C)CC2)N=5)=NC(=O)/C(C)=C\C=C\[C@H](C)[C@H](O)[C@@H](C)[C@@H](O)[C@@H](C)[C@H](OC(C)=O)[C@@H]1C	8.5µM*	5.4µM*	x	x

22 entries from above in another layout:
Value order – Pf growth 48h | Pf growth 96h | HCV inh | FBPA Giardia inh
9. NCCCNCCCCNCCCN
 : x | x | 24% | -2%&12%&6%
10. C[N+](C)(C)CC#CCN1CCCC1=O
 : x | x | 16% | -1%&0%
11. COC(=O)N1[C@H](C)C=C[C@]1(Cc1ccccc1)C(=O)NCCCNc1ncc(C(F)(F)F)cc1Cl
 : x | x | u | -10%
12. N=C(N)SCCc1cccc(CCSC(=N)N)c1
 : x | x | -11% | -1%
13. CCN1C(=O)N(C)[C@@H](c2ccccc2)C(C(C)=O)=C1C
 : x | x | 14% | 7%[12.9 µM]
14. O=C(O)Cc1cnc[nH]1
 : x | x | 17% | -2%
15. O=C(O)COc1ccc(Cl)cc1Cl
 : x | x | -8% | 14%
16. C/C(=C\C1CCCCC1)C(NC(=O)c1ccc(C(F)(F)F)cc1)c1ccc(-c2ccccc2)cc1 (centres undefined)
 : x | x | u | 5%
17. CC#CCN1c2ccccc2[C@]23C[C@@H](C(=O)OC)N(C(=O)c4ccc(Br)cc4)C2=NC(C(=O)OC)=C(C(=O)OC)[C@H]13
 : x | x | -7% | 2%[12.9 µM]
18. COc1cc(OC)c2ccc(=O)oc2c1
 : x | x | u | -1%
19. O=C(OCCN1CCOCC1)C1(c2ccccc2)CCCCC1
 : x | x | u | -4%&-1%
20. CCOC(=O)c1c(C)cc(O)cc1O
 : x | x | -9% | 0%
21. Cn1c(=O)c2c(nc(/C=C/c3cccc(Cl)c3)n2C)n(C)c1=O
 : x | x | 0% | -2%
22. C=CCN1C=C2C(=O)C(C)(OC(=O)c3cnc4ccccc4n3)C(=O)C=C2C=C1/C=C/COC (centres undefined)
 : x | x | 8% | u
23. Cc1cc(=O)oc2c(O)c(O)ccc12
 : x | x | u | 7.1µM*
24. CCN(CCCl)Cc1ccccc1Br
 : x | x | -26% | -3%
25. N#C/C(=C\c1ccc(O)cc1)C(=O)O
 : x | x | 1.1µM* | 0%
26. CCN1C(=O)N[C@@H](CCc2ccccc2)[C@H](C(C)=O)[C@H]1C
 : x | x | 24% | 7%[12.9 µM]
27. COC(=O)C1=C(C(=O)OC)[C@@H]2Nc3ccccc3[C@@]23C[C@@H](C(=O)OC)N(C(=O)c2cc(C)oc2C)C3=N1
 : x | x | -4% | -10%[12.9 µM]
28. COc1cccc2c1cc([N+](=O)[O-])c1c(C(=O)O)cc3c(c12)OCO3
 : x | x | 12% | u
29. CCN(CC)CCCN1C=C2C(=O)C(C)(OC(=O)CCC(=O)OC)C(=O)C(Br)=C2C=C1c1ccc(OC)cc1 (centres undefined)
 : x | x | u | u
30. COC1C(O)C(O)C(O)C(O)C1O (centres undefined)
 : x | x | 4% | -1%

Carrying on.
cpd	Molecule	Pf growth 48h	Pf growth 96h	HCV inh	FBPA Giardia inh
61	C=C1N[C@]2(C(=O)COC(C)=O)[C@@H](C[C@H]3[C@@H]4CCC5=CC(=O)C=C[C@]5(C)[C@H]4[C@@H](O)C[C@@]32C)O1	u	9.5µM*	x	x
62	CC(c1ncncc1F)[C@](O)(Cn1cncn1)c1ccc(F)cc1F (some centres undefined)	-11%	u	x	x
63	CCOC(=O)[C@@H](N)CS	-13%	-5%	x	x
64	NCC(O)c1cccc(O)c1 (centres undefined)	-9%	1%	x	x

Compound activity deposited in PubChem BioAssay by National Center for Advancing Translational Sciences (NCATS).
